RECQ1 inh: RECQ1 (human) helicase inhibition; Potency, µM (highest dose often 57.3 µM), inactives show top-dose activity, negative = inhibition, hits mostly inhibitors; P46063; RECQ1 DNA unwinding, red fluorescence kinetic read; AID 2549; actives 0.54% (n = 240,000);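 further: plate controls were vehicle for no effect and no enzyme for full effect; nearly all actives have a fitted effect of over 30% in size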
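RECQ1T1 50 nM; forked duplex (20 bp + 30-nt ss tails) 200 nM, ATP 2 mM final; pH 8.0, 2 mM MgCl2, 2.5 ug/ml poly(dI-dC); 15 min compound preincubation; discontinuous kinetic read over 2 h at RT.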
TexasRed fluor: Texas Red fluorescence interference in TRb-SRC2 counter-screen; TRb/SRC2 Texas Red total fluorescence interference; actives 0.29% (n = 280,000); Potency, µM (top dose mostly 106 µM), inactives show at the top dose fluorescence change, negative = quenching; active means well fitted curve in either direction with a large enough effect; inconclusive means small, poorly fitted or top-dose-only effect; further: on the % scale 0 is the no-effect control and ±100 the full control effect
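Human TRb ligand-binding domain at 0.6 uM with 20 nM Texas Red SRC2 peptide in Tris buffer containing 1 uM T3 and 5% DMSO, incubated with compound 5 h at ambient temperature. Total fluorescence (555/632 nm) calculated as parallel + 2 × perpendicular.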
Tau fluor counter: counter-screen for tau fibril formation inhibitors | tau K18 P301L Alexa594 fluorescence, heparin fibrillization | Potency, µM (series often up to 57.7 µM), for inactives: at the highest dose activity change, negative = decrease | actives 0.93% (n = 280,000) | AID 1463; further: on the % scale 0 is the no-effect control and ±100 the full control effect; nearly all actives have a fitted effect of over 55% in size
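Human tau K18 P301L (15 uM unlabeled, 0.24 uM Alexa 594-labeled) in 100 mM sodium acetate pH 7 with 20 uM heparin, 6 hr at 37 C. ThT 30 uM added, 1 hr ambient; Alexa 594 FP and total fluorescence read at 555/632 nm.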
Tau fibril FP: inhibitors of human tau fibril formation; AID 1468; P10636; K18 P301L tau heparin fibrillization, Alexa594 FP, 6 h; actives 0.39% (n = 280,000); Potency, µM (highest dose often 57.7 µM), without a hit: top-dose activity, negative = inhibition, usual class: inhibitors; further: on the % scale 0 is the no-effect control and ±100 the full control effect; nearly all actives have a fitted effect of over 55% in size
Target sequence (P10636 561-689 P618L limits assumed): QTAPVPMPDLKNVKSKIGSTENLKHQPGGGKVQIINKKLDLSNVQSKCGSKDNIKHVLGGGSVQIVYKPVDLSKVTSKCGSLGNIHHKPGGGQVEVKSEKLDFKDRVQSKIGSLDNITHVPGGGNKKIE
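Compound effects on tau fibrillization are measured by Alexa 594 fluorescence polarization (ex 555, em 632 nm). K18 P301L tau is used at 15 uM with 0.24 uM labeled tracer, and 20 uM heparin induces aggregation over 6 hr at 37 C.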
Tau ThT inhib: tau fibrillization inhibition (ThT binding); recombinant tau K18 P301L (four-repeat tau fragment), heparin-induced fibrillization, ThT fluorescence; actives 2.1% (n = 270,000); AID 1460; Potency, µM (titrated, usually from 57.4 µM), inactives show at the top dose activity, negative = inhibition, usual class: inhibitors; further: on the % scale 0 is the no-effect control and ±100 the full control effect; nearly all actives have a fitted effect of over 55% in size
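In this qHTS, human K18 P301L tau is incubated with compound and heparin for 6 hr at 37 C, and Thioflavin T fluorescence then reports fibril load.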
HTT ATP protect: protects HTT-Q103 PC12 cells, measured by ATP; PC12 HTT-Q103 induced, cytoprotection, ATP luminescence, 40 h; Potency, µM (doses to about 56.4 µM), for the others: cytoprotection (ATP increase), actives largely listed as activators; actives 0.14% (n = 230,000); AID 1471;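 further: % of control where 0% means no effect; nearly all actives have a fitted effect of over 45% in size; toxic huntingtin expression switched on by the ecdysone agonist tebufenozide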
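Cells were plated at 1500 per well in phenol red-free DMEM with 5% equine and 5% calf serum. Tebufenozide (100 nM final) and compounds were added, then ATPlite reagent, and luminescence was read.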
TRb-SRC2 inh: disrupts binding of human TR beta to SRC2; P10828; AID 1469; TRbeta-SRC2 peptide binding, fluorescence polarization; receptor liganded with 1 µM T3; Potency, µM (doses to about 106 µM), without a hit: top-dose activity change, negative = inhibition, most hits filed as inhibitors; actives 0.065% (n = 280,000);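 further: plate controls were bound peptide for no effect and peptide without receptor for full effect; nearly all actives have a fitted effect of over 50% in size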
Target sequence (P10828 whole entry, looked up): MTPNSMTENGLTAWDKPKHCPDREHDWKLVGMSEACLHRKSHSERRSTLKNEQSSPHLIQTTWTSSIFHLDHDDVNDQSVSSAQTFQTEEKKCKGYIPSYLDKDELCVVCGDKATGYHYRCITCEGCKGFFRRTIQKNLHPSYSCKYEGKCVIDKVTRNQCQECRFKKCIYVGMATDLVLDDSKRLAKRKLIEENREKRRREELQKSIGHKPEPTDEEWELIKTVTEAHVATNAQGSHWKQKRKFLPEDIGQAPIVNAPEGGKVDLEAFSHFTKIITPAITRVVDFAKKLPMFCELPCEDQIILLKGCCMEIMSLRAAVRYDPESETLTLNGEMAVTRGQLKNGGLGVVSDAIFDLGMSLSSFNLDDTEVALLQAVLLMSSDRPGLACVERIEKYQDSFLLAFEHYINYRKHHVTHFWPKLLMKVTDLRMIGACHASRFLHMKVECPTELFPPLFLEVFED
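Quantitative HTS by FP: 0.6 uM TRb LBD, 20 nM labeled SRC2 20-mer, 1 uM T3, 5% DMSO; 5 hr ambient incubation; % activity per concentration and potencies from concentration series.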
L3MBTL1 block: inhibitors of human L3MBTL1; Q9Y468; AlphaScreen L3MBTL1–H3K9me1 peptide binding; Potency, µM (series often up to 57.1 µM), for inactives: at the top dose activity, negative = inhibition, actives largely listed as inhibitors; actives 0.66% (n = 230,000); AID 485360; further: on the % scale 0 is the no-effect control and ±100 the full control effect; nearly all actives have a fitted effect of over 60% in size
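Displacement of a biotinylated histone H3(1-15) peptide monomethylated at Lys9 (75 nM) from L3MBTL1 (50 nM) was measured by AlphaScreen after a 30 min room-temperature compound incubation; cefsulodin titration served as intraplate control.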
Numbers without * were called inactive; i = inactive; ? = inconclusive; nt = not tested or not shown; & = joins results of further samples; [ ] = another dose, or the depositor's remark. Unless noted, the call rests on the fitted dose curve; in most records, active means well fitted curve in the direction sought with a large enough effect; inconclusive means small, poorly fitted or top-dose-only effect, or another doubt; inactive means no such curve, though single readings can be large; an effect the other way counts as inactive or inconclusive. Potency means the concentration at half of the fitted maximal effect. These rows are one share of the data (hit frequency here may not be typical).

Every second line gives: Tau fibril FP	TexasRed fluor	Tau fluor counter	TRb-SRC2 inh	RECQ1 inh	L3MBTL1 block	Tau ThT inhib	HTT ATP protect
CC(NC(=O)COC(=O)Cc1ccccc1[N+](=O)[O-])c1ccccc1 (centres undefined)
→ 11%	0%	3%	-2%	i	3%	-4%	nt
CCC(C)c1ccc(NC(=S)NCCn2cc(Cl)cn2)cc1 (centres undefined)
→ 5%	-2%	-26%	3%	-9%	0%	-9%	-36%[inhibitor]
COP(=O)(OC)OC(c1ccc(Cl)cc1)P(=O)(OC)OC (centres undefined)
→ 5%	3%	-1%	4%	-12%	nt	3%	?
COc1ccc(-c2[nH]ncc2CN(C)CCCN2CCOCC2)cc1F
→ -8%	-2%	-7%	4%	3%	-8%	0%	2%
CC1SCC(=NOCc2ccccc2)CS1 (centres undefined)
→ 1%	-2%	-20%	0%	-3%	7%	-17%	18%[10 µM]
CCOc1cc(S(=O)(=O)n2ccnc2)ccc1Br
→ 10%	-3%	0%	-5%	i	-3%	-2%	nt
CCc1ccccc1NC(=O)c1cccc(NC(=O)/C=C/c2ccco2)c1
→ ?	1%	?	19%	1%	-13%	-9%	-24%[10 µM]
Cc1cc(C)n2c(SCc3ccc(Br)cc3)nnc2n1
→ -6%	1%	-14%	-9%	-1%	10%	-17%	-5%[10 µM]
O=c1nc(N/N=C/c2ccco2)cn[nH]1
→ 0%	1%	-3%	0%	-5%	1%	-16%	30%
COc1ccc(CC(=O)Nc2cccc(-c3ccc4nnc(C)n4n3)c2)cc1OC
→ -8%	-3%	-12%	-5%	9%	nt	-16%	7%
COc1cc(NC(=O)C2CCCN(S(=O)(=O)c3cn(C)cn3)C2)cc(OC)c1 (centres undefined)
→ 10%	-2%	7%	3%	nt	nt	2%	nt
Cc1cccc(N=C2NC(=O)/C(=C3/C(=O)N(C)c4ccccc43)S2)c1C
→ 2%	-1%	?	-11%	-3%	-7%	10µM*	20%
CCOC(=O)C1=C(c2ccccc2)OC(N)=C(C#N)C1c1ccc(Cl)s1 (centres undefined)
→ -4%	2%	?	13%	1%	-1%	?	-26%
COc1cc(OC)c2ccc(=O)oc2c1C(CC(=O)N1CCCC1)c1ccc2c(c1)OCO2 (centres undefined)
→ 13%	-2%&-1%	21%	-3%&2%	?	nt	15%	10%[10 µM]
COC(=O)c1cc(C)ccc1OCc1ccc([N+](=O)[O-])cc1
→ -3%	-2%	4%	-5%	-14%	nt	nt	1%[10 µM]
O=C(c1cc(=O)c2ccccc2o1)N1CCN(c2cccc(Cl)c2)CC1
→ 0%	0%	-12%	0%	-7%	-15%	-8%	-18%
CCCCCCCSc1nnc(N)s1
→ 3%	-1%	0%	1%	-6%	2%	5%	-5%[10 µM]
CCN(C(=O)c1cnc(NC(C)C)cc1C(F)(F)F)c1ccc(Cl)cc1Cl
→ 4%	-1%	-6%	-3%	i	3%	-3%	21%[10 µM]
Cn1cccc1-c1cc2n(n1)CCC(=O)N2CC(=O)Nc1ccc(F)cc1Cl
→ 13%	-4%	-8%	1%	nt	nt	-1%	nt
CC(=O)N=C1SC2CS(=O)(=O)CC2N1c1ccc(-c2nc3ccc(C)cc3s2)cc1 (centres undefined)
→ -3%	-2%	-9%	-11%	-4%	-7%	-10%	-11%[10 µM]

Next part:
Every second line gives: Tau fibril FP	TexasRed fluor	Tau fluor counter	TRb-SRC2 inh	RECQ1 inh	L3MBTL1 block	Tau ThT inhib	HTT ATP protect
Cc1ccc(-c2nc(CN(C)Cc3cccc4cnccc34)c(C)o2)s1
→ 2%	-2%	4%	-5%	i	-21%	-14%	22%[10 µM]
CCN(CC)S(=O)(=O)c1ccc2c(c1)c(=O)c(C(=O)N(C)Cc1ccccc1)cn2C
→ -4%	0%	-3%	-12%	nt	nt	0%	nt
O=C(O)Cc1csc(Nc2cccc(Cl)c2)n1
→ ?	8%	-26%	6%	-6%	-10%	-9%	17%[10 µM]
COc1ccccc1NC(=O)CSc1nc2c(oc3ccccc32)c(=O)n1-c1ccc(C)cc1
→ -11%	?	-8%	-2%	nt	nt	-6%	nt
Cc1ccc(C)c(Cn2cnc3ccccc3c2=O)c1
→ -9%	-14%	-11%	-1%	nt	nt	0%	nt
CC1CCN(c2c(NCC3CCC(C(=O)N4CCCC(C)C4)CC3)c(=O)c2=O)CC1 (centres undefined)
→ 3%	-2%	-8%	-14%	-12%	nt	-9%	-14%
COc1ccc(NS(=O)(=O)c2cc(NC(=O)C3CCCO3)ccc2N2CCCC2)cc1 (centres undefined)
→ -1%	0%	-3%	4%	i	-9%	-4%	-62%[inhibitor]
COc1ccccc1C(=O)Nc1nnc(-c2ccc(F)cc2)o1
→ -17%	-1%	-14%	-14%	-12%	nt	-20%	-23%
COc1ccccc1C(CNC(=O)c1ccc(S(=O)(=O)NCc2ccco2)cc1)N(C)C (centres undefined)
→ 10%	-1%	-6%	-2%	-6%	2%	-4%	-4%[10 µM]
Cc1cc(NC(=O)CCC(=O)N(c2ccccc2)C(C(=O)NCC2CCCO2)c2cccnc2)no1 (centres undefined)
→ -7%	3%	-4%	-17%	i	-8%	-4%	0%
Cc1cccc(OC(=O)CSc2nnc(-c3ccc4c(c3)OCO4)o2)c1C
→ 9%	-2%	2%	9%	nt	nt	5%	nt
COc1cc(CCCN2C(=S)NC[C@@H]2CCCCN)cc(OC)c1OC
→ 4%	-1%	-1%	2%	1%	2%	0%	9%[10 µM]
COc1ccc(C2(C(=O)Nc3ccc(S(=O)(=O)Nc4nc(C)cc(C)n4)cc3)CCCC2)cc1OC
→ -6%	0%	-7%	8%	1%	3%	-3%	-37%[10 µM]
COc1ccc(-c2ccc(Nc3ccc(S(=O)(=O)N4CCCC4)cc3)nn2)cc1OC
→ -12%	-1%	?	-13%	-12%	-16%	4%	-20%[10 µM]
S=C(NN=C1C2CC3CC(C2)CC1C3)Nc1ccccc1
→ 6%	-4%	-22%	6%	i	nt	?	23%
CCCCn1c(=O)n(Cc2cccc(F)c2)c(=O)c2c1ncn2Cc1ccco1
→ -7%	2%	-17%	-4%	-22%	-10%	-10%	23%[4.97 µM]
CC1CCN(C(=O)c2cc(-c3ccccc3O)on2)CC1
→ 1%	3%	-20%	3%	-2%	0%	-3%	-37%
CCOC(=O)NC(=O)/C(C#N)=C\NNc1ncc(C(F)(F)F)cc1Cl
→ 5%	-2%	-1%	4%	?	16%	-6%	-63%[inhibitor]
Cc1ccc(S(=O)(=O)NC(C)C(=O)Nc2ccc(C(N)=O)cc2)cc1 (centres undefined)
→ 2%	0%	2%	4%	-1%	3%	-3%	-9%
CSc1ccccc1NS(=O)(=O)c1ccccc1
→ -8%	-3%	-1%	0%	i	7%	5%	-8%

A draw from above in order of heavy-atom count, low to high.
Every second line gives: Tau fibril FP	TexasRed fluor	Tau fluor counter	TRb-SRC2 inh	RECQ1 inh	L3MBTL1 block	Tau ThT inhib	HTT ATP protect
Cc1ccc(C)c(Cn2cnc3ccccc3c2=O)c1
→ -9%	-14%	-11%	-1%	nt	nt	0%	nt
S=C(NN=C1C2CC3CC(C2)CC1C3)Nc1ccccc1
→ 6%	-4%	-22%	6%	i	nt	?	23%
COc1ccccc1C(=O)Nc1nnc(-c2ccc(F)cc2)o1
→ -17%	-1%	-14%	-14%	-12%	nt	-20%	-23%
COc1cc(CCCN2C(=S)NC[C@@H]2CCCCN)cc(OC)c1OC
→ 4%	-1%	-1%	2%	1%	2%	0%	9%[10 µM]
Cc1cccc(OC(=O)CSc2nnc(-c3ccc4c(c3)OCO4)o2)c1C
→ 9%	-2%	2%	9%	nt	nt	5%	nt
CC1CCN(c2c(NCC3CCC(C(=O)N4CCCC(C)C4)CC3)c(=O)c2=O)CC1 (centres undefined)
→ 3%	-2%	-8%	-14%	-12%	nt	-9%	-14%

Further results follow.
Every second line gives: Tau fibril FP	TexasRed fluor	Tau fluor counter	TRb-SRC2 inh	RECQ1 inh	L3MBTL1 block	Tau ThT inhib	HTT ATP protect
CCN(CCn1cccn1)C(=O)CCc1nnc(-c2ccccc2)o1
→ -1%	-7%	2%	0%	-1%	-10%	-3%	0%
O=C(NC1(C(F)(F)F)N=C(c2ccccc2)N(C2CCCCC2)C1=O)c1ccc(F)cc1 (centres undefined)
→ -4%	-2%	-18%	2%	nt	nt	-11%	nt
CC1Cc2nc(SCC(=O)Nc3nccs3)n(Cc3ccccc3)c(=O)c2S1 (centres undefined)
→ -1%	3%	-9%	7%	-1%	-12%	0%	19%[10 µM]
Cc1snc(S(=O)(=O)Cc2c(Cl)cccc2Cl)c1C#N
→ 3%	-1%	-5%	-13%	-2%	-5%	-10%	-6%

Screens: PubChem BioAssay, National Center for Advancing Translational Sciences (NCATS)
